NOD2 RIPK2 PPI: NOD2-RIPK2 binding disruptors in cells, primary screen, fluorescence, CHO cells, BLA complementation; CCF4 ratio; inhibition, % at 4.98 µM; AID 624267, 2012; 0.38% of 360,000 active; Receptor-interacting serine/threonine-protein kinase 2 (Homo sapiens), O43353; in the data active = inhibition above about 21%;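 also: 0% = vehicle only and 100% = reference blocker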
MC4R barr agon: MC4R agonists recruiting beta-arrestin, primary screen, cell-based, luminescence, agonist arm of biased-ligand search; U2OS MC4R beta-arrestin complementation; percent of melanotan II response, DMSO zero; 0.98% of 360,000 active; Melanocortin receptor 4 (Homo sapiens), P32245; activation, % at 8.9 µM;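 active = activation above a per-plate cutoff, the mean activation of sample wells on that plate plus 3 SD, cut at about 8% in these data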
ABCB6 inh 2: ABCB6 transporter inhibitors, primary screen, K562-ABCB6 cells, flow cytometry, MLPCN library | ATP-binding cassette sub-family B member 6 (Homo sapiens), Q9NP58 | K562-ABCB6 porphyrin accumulation, 1 h; active compounds read low | 0.19% of 360,000 active | fluorescence ratio to DMSO, % at 10 µM;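 active = fluorescence ratio to DMSO below 75%, the collection mean minus 3 SD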;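 also: signal is porphyrin accumulated inside mitochondria; 100% equals median channel fluorescence of DMSO control wells; lower ratio means ABCB6 inhibition with less porphyrin fluorescence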
SRC2 inh: inhibition of GAL4-SRC2 driven luciferase reporter, primary screen, SRC2 inhibitor project, cell-based, luminescence; Nuclear receptor coactivator 2 (Homo sapiens), Q15596; HEK293 GAL4-SRC2 luciferase reporter; 0.17% of 370,000 active; inhibition, % at 9 µM;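 active = inhibition above the mean inhibition of all tested compounds plus 3 SD, set per campaign, cut at about 52% in these data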;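 also: 0% = DMSO treated cells and 100% = cells given Gossypol at 36 µM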
Target sequence (Q15596 whole entry, looked up, the tested form may be a part): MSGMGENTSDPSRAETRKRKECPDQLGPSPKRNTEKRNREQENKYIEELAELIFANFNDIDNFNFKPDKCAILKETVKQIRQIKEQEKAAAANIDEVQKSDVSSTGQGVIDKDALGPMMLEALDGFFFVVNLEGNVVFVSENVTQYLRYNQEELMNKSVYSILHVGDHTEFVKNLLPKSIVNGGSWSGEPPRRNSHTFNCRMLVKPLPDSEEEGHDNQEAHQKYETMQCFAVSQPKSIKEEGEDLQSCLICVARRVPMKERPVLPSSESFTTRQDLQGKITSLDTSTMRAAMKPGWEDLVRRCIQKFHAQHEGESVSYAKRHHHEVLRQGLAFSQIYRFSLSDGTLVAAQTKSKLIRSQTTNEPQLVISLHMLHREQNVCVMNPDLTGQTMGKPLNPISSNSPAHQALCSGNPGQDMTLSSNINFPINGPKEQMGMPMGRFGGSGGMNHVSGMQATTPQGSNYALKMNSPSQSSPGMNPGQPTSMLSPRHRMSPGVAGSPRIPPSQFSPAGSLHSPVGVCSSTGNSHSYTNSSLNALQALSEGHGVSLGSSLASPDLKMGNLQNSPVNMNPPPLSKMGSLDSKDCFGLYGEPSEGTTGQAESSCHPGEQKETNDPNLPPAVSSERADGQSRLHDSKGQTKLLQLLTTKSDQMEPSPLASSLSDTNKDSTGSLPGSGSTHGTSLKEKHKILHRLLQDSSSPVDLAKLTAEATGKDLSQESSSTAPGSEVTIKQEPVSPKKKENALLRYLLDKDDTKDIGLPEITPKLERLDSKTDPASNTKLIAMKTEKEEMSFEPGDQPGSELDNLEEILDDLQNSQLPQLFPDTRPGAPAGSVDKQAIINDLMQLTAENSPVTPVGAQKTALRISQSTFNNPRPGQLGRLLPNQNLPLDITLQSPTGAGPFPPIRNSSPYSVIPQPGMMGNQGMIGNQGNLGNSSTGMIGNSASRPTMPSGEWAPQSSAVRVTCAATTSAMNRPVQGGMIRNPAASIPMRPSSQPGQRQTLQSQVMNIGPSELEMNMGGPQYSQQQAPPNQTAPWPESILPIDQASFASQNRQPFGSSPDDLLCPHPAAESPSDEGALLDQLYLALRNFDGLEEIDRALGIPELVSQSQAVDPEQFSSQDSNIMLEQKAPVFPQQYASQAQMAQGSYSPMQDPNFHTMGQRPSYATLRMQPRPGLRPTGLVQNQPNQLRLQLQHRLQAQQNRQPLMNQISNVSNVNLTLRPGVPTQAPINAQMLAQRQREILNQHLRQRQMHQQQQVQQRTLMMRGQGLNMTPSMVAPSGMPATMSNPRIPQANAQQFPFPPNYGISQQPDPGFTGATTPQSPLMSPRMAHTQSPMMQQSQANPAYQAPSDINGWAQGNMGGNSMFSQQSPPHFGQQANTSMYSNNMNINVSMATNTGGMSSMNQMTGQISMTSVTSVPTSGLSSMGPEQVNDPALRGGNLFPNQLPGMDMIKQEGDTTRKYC
Glyco luc inh: increase of ERlucT glycosylation luciferase signal, primary screen, N-linked glycosylation inhibitor project, D54 ERlucT cells, luminescence, set 2 | D54 ERlucT glycosylation luciferase reporter, 24 h; percent of 100 nM tunicamycin response | reporter increase, % at 12.5 µM | 0.23% of 360,000 active | AID 588692, 2011;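 active = mean luciferase reporter signal, scaled so untreated is 0 and the glycosylation-blocking control 100, at or above a set limit in every replicate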;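 also: luciferase carries N-glycosylation sites so blocking glycosylation raises the light; 0% = median of neutral control wells and 100% = median of 100 nM tunicamycin wells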
TLR9-MyD88 inh: inhibitors of TLR9-MyD88 association in cells, primary screen, cell-based, CHO, BLA complementation, fluorescence; Toll-like receptor 9 (Homo sapiens) + Myeloid differentiation primary response protein …; CCF4 FRET ratio; inhibition, % at 4.98 µM; 0.21% of 340,000 active; AID 504734, 2011;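 active = inhibition above the mean over all tested compounds plus 3 SD, cut at about 21% in these data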;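 also: 0% = DMSO only wells and 100% = clavulanate BLA inhibitor control wells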
H9c2 protect: cardioprotection against H2O2-induced cell death, primary screen, uHTS, H9c2 cells, ATPLite luminescence; H9c2 cardiomyocytes, H2O2 injury protection, 2 h; protection from H2O2 cell death, % at 20 µM; AID 588492, 2011; 0.63% of 360,000 active;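 active = compounds giving at least 50% protection of heart cells from peroxide-induced death in the single-dose screen, raw or plate-pattern-corrected value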;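 also: 0% = DMSO wells with peroxide and 100% = DMSO wells without peroxide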
MC4R antagonist: MC4R antagonists of cAMP signaling, primary screen, cell-based, TR-FRET, antagonist arm of biased-ligand search; Melanocortin receptor 4 (Homo sapiens), P32245; MC4R-expressing cells, MTII-stimulated cAMP, LANCE TR-FRET; inhibition, % at 6.5 µM; 0.48% of 360,000 active; AID 540295, 2011;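 active = inhibition above its plate's cutoff, the mean of tested wells on that plate plus 3 SD, cut at about 29% in these data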;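 also: 0% = Melanotan II alone and 100% = Melanotan II plus saturating MCL0020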
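material = U2OS cells stably expressing human melanocortin 4 receptor (MC4R) | also added = Melanotan II challenge | dosing = single nominal compound dose of 6.5 µM | detection = TR-FRET with Eu-cAMP and labeled anti-cAMP, 671 nm | replication = singlicate | timing = compound 30 min, challenge 1 h, detection 1 h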
HTR2A ag: mouse Htr2a agonists via beta-arrestin recruitment, primary screen, cell-based, luminescence | 5-hydroxytryptamine receptor 2A (Mus musculus), P35363 | AID 624169, 2012 | CHO-K1 mHTR2A beta-arrestin complementation; percent of 30 µM serotonin response | 0.66% of 360,000 active | activation, % at 7.6 µM;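 active = activation above a run cutoff, the mean activation of all tested compounds plus 3 SD, cut at about 14% in these data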;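 also: 0% = plate median of compound wells and 100% = 30 µM serotonin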
ABHD5 PLIN5 PPI: ABHD5-PLIN5 interaction inhibitors, primary screen, cell lysate, split luciferase complementation, luminescence | Split G. princeps luciferase complementation, 4 h | inhibition, % at 4 µM | Perilipin-5 (Homo sapiens) + 1-acylglycerol-3-phosphate O-acyltransferase ABHD5 (Homo … | 0.78% of 360,000 active | AID 602281, 2012;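 active = inhibition above the mean inhibition across every tested compound plus 3 SD, cut at about 22% in these data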;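 also: 0% = DMSO only wells and the 100% control is not disclosed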
* = called active by the depositor; nt = no result given.

SMILES	NOD2 RIPK2 PPI	MC4R barr agon	ABCB6 inh 2	SRC2 inh	Glyco luc inh	TLR9-MyD88 inh	H9c2 protect	MC4R antagonist	HTR2A ag	ABHD5 PLIN5 PPI
Cc1ccccc1NC(=O)C1CCC(C)(C(=O)O)C1(C)C (centres undefined)	2	0.0	131	-4	2	-8	9	-1	4	3
COc1ccccc1-c1cccc([C@@H]2C[C@H]3[C@H](CON3C)CN2Cc2cc(Cl)cc(Cl)c2)c1	-8	-1.0	98	-10	-2	-6	-11	0	-1	4
COCC(=O)Nc1ccccc1C(=O)NC(C)C	-8	-1.4	216	2	-1	5	-22	-1	5	4
CCCCNc1c(N)n(CCC)c(=O)[nH]c1=O	-3	-0.1	93	-27	2	5	14	2	3	1
Cc1oc2cc(Br)c(O)c(Br)c2c1-c1ccccc1	-7	0.8	96	nt	-2	8	-12	-2	-1	-5
CCc1nc(N)nc2c1C(=O)CC(C)(C)C2	-7	3.4	97	-5	2	-1	2	1	3	2
Clc1cnc(N/N=C/c2ccco2)c(Cl)c1	-3	0.1	95	-70	-6	1	-3	-4	-3	-3
Cc1cc(NC(=O)CSc2nc3c([nH]c4ccccc43)c(=O)n2-c2cccc(C(F)(F)F)c2)no1	6	6.8	99	nt	-5	5	12	5	0	-2
CCOc1ccc(OCC(=O)NCCS(=O)(=O)N2CCN(c3ccccc3)CC2)cc1	-8	2.0	96	27	-1	-3	-6	6	2	0
CCOCCCNC(=O)C(c1ccccc1)N(Cc1ccc2c(c1)OCO2)C(=O)CNC(C)=O (centres undefined)	-9	-3.0	97	-10	1	-1	0	0	-4	-6
NS(=O)(=O)c1ccc(CNC(=O)Cn2nc(C(F)F)cc2C(F)F)cc1	-4	-2.0	98	-19	4	-4	-1	12	1	-4
COc1ccccc1-c1cc(-c2ccccc2)nc(SCC(=O)O)c1C#N	-16	1.8	101	7	4	-9	3	18	2	-3
COc1ccc(C2/C=C\CN(C(=O)C3CCCC3)CC(=O)N2Cc2ccc(F)cc2)cc1 (centres undefined)	4	-0.4	103	11	-3	3	7	5	24*	6
Cc1cc(C(=O)N/N=C/C=C/c2ccccc2)c(C)o1	1	-0.2	98	-2	7	-3	1	-11	-6	1
COc1ccc(OC)c(C(c2c(O)nc(SC)[nH]c2=O)c2c(O)nc(SC)[nH]c2=O)c1	-2	0.3	97	-2	-2	0	6	-1	1	26*
COCCCNC(=O)C[C@@H]1C[C@@]2(C(=O)OC)CCCCC=C2N(Cc2ccco2)C1=O	15	nt	86	-9	nt	nt	nt	nt	6	2
Cc1cccn2c(=O)c3cc(C(=O)NC4CCCCC4)c(=N)n(Cc4ccccc4)c3nc12	-10	-3.7	106	-3	-6	-19	-15	11	-6	4
Cc1ccc(C(=O)NCC(=O)Nc2cccc(S(=O)(=O)NC3=NCCCCC3)c2)cc1C	-4	-3.3	93	-7	-2	-1	-1	6	-2	-1
O=C(NCc1ccco1)c1ccc(-c2csnn2)cc1	-13	-0.8	95	10	-2	-6	2	-4	0	7
COCCNC(=S)N(CCc1c(C)[nH]c2ccccc12)Cc1ccco1	-3	-2.8	97	-5	-1	6	6	8	-6	0
CCN(CC)c1ccc(/C=C/c2cccc[n+]2C)c(OC)c1	4	-2.2	nt	4	28*	3	-13	-22	-4	3
COc1cccc(C(=O)N2CCCc3ccccc32)c1OC	3	0.1	89	-13	2	-8	5	0	0	-11
COc1cc2c(C)nc3c(cnn3-c3ccccc3)c2cc1OC	-5	0.5	75	-34	12	6	6	-1	0	-4
O=C(c1ccccn1)N1CCCC(N2CCN(c3ccccc3)CC2)C1 (centres undefined)	1	-2.0	104	6	0	-8	1	4	1	1
C[C@H](CO)N1C[C@H](C)[C@@H](CN(C)C(=O)Nc2ccc3c(c2)OCO3)Oc2c(cccc2N(C)C)C1=O	1	-1.8	101	0	2	-1	-1	6	9	5
Remaining list, next part.
SMILES	NOD2 RIPK2 PPI	MC4R barr agon	ABCB6 inh 2	SRC2 inh	Glyco luc inh	TLR9-MyD88 inh	H9c2 protect	MC4R antagonist	HTR2A ag	ABHD5 PLIN5 PPI
O=C(CC(=O)NCc1ccc(Cl)cc1)NCc1ccc(Cl)cc1	5	-3.5	94	3	2	-4	0	5	1	11
Cc1[nH]n(C(N)=S)c(=O)c1N=Nc1ccc2ccccc2c1	0	-2.2	104	-45	-2	1	-16	5	-3	2
O=C(NCCS(=O)(=O)N1CCN(c2ccc(F)cc2)CC1)C1CC(=O)N(c2ccccc2)C1 (centres undefined)	-1	-1.7	91	-3	1	-4	0	11	1	-2
COC(=O)CSc1cc(C)nc(SC)n1	-2	-0.5	92	-3	1	-3	-3	6	-2	-2
CCS(=O)(=O)c1ccc2c(c1)N(S(C)(=O)=O)CC(C(=O)NCCOC)O2 (centres undefined)	-13	-1.7	87	8	3	1	13	3	2	-2
Cc1ccc(C(=O)O)cc1NC(=O)CCc1c(C)noc1C	0	0.6	101	-18	1	-1	2	6	4	5
CCN1CCN(CC(O)COc2cccc(OC)c2)CC1 (centres undefined)	4	-1.1	100	-2	0	-12	0	3	5	6
O=C(Nc1ccc2snnc2c1)N1CCCCC1	-11	-0.5	103	-2	3	7	1	-2	-1	3
COc1cc(C2CC(=O)c3cnc(N)nc3C2)cc(OC)c1OC (centres undefined)	-3	-1.5	97	9	2	5	3	6	0	-3
CC(=O)Nc1ccc(C(=O)Nc2cccc(S(=O)(=O)NC3=NCCC3)c2)cc1	-7	1.6	105	-7	1	0	-4	12	3	0
O=C(Cn1nc(-c2cccc(Cl)c2)ccc1=O)Nc1cccnc1	1	-1.5	85	-24	2	-1	11	1	-4	4
O=C(N[C@H]1C/C=C\C[C@H](CC(=O)N(CCO)Cc2ccccc2)C(=O)NC[C@H](c2ccccc2)OC1=O)OCC1c2ccccc2-c2ccccc21	0	-0.5	96	nt	0	-6	-16	32*	-7	1
COc1ccccc1-c1ncn(Cc2cccc(-c3ccccc3)c2)c1CC(C)C	-15	nt	117	22	nt	nt	nt	nt	1	-11
O=C(NCCOc1ccccc1)C1CCCN1C(=O)c1cccs1 (centres undefined)	4	-3.1	92	-3	0	3	0	-2	1	-2
Cc1cc2c(N)cccc2nn1	-2	2.5	93	-9	6	4	3	-8	6	-12
CCOC(=O)c1c(C)[nH]c(C(=O)CSc2nnnn2-c2ccccc2)c1C	-2	0.7	107	-17	-1	6	11	-3	4	9
COc1ccc(Cl)cc1S(=O)(=O)n1c([N+](=O)[O-])cnc1C	1	-2.3	101	-6	3	-3	0	14	14	-6
O=C(NCCCn1ccnc1)c1ccc(Cl)cc1[N+](=O)[O-]	-8	-0.8	97	-13	0	-3	0	2	-8	-7
CCOC(=O)N1CCN(S(=O)(=O)c2ccc(F)c(C(=O)Nc3ccc(C(C)C)cc3)c2)CC1	-14	0.7	98	-1	-3	-7	-6	13	-6	-5
O=S(=O)(NC1c2cccc3cccc(c23)C1Sc1ncccn1)c1ccc(Cl)cc1 (centres undefined)	7	0.7	101	-15	-4	7	-14	16	-4	6
CC(C)OC(=O)c1c(NC(=O)c2ccco2)sc2c1CCCC2	-3	3.3	97	-1	2	2	-9	3	2	0
CCn1c2ccccc2c2cc(NC(=O)C(=O)N3CCOCC3)ccc21	2	-0.9	108	-23	1	6	1	3	-1	3
C[C@@H]1CN([C@@H](C)CO)C(=O)CCCn2nncc2CO[C@H]1CN(C)S(=O)(=O)c1cccs1	2	0.1	92	12	1	5	4	-4	-4	8
Cc1c(Cl)c([N+](=O)[O-])nn1CCCC(=O)Nc1sc2c(c1C(N)=O)CCC(C)C2 (centres undefined)	-9	1.7	96	7	8	-6	-6	2	3	5
COc1cccc(-c2cc(C(F)(F)F)n3nc(C(=O)N4CCCCC4c4cccnc4)cc3n2)c1 (centres undefined)	-13	2.9	94	9	-5	-1	-16	22	4	-5
Remaining list, next part.
SMILES	NOD2 RIPK2 PPI	MC4R barr agon	ABCB6 inh 2	SRC2 inh	Glyco luc inh	TLR9-MyD88 inh	H9c2 protect	MC4R antagonist	HTR2A ag	ABHD5 PLIN5 PPI
Cc1cc(Nc2cccc(Cl)c2)c2ccccc2n1	-2	-0.5	96	22	1	-10	-10	2	0	12
CCOC(=O)Cc1nn(Cc2ccc(Cl)cc2)c(=O)c2ccccc12	-2	-1.7	101	7	-1	-1	4	-4	0	7
CCC1CCc2sc(C(=O)N3CCN(c4ccccn4)CC3)cc2C1 (centres undefined)	-3	-1.1	94	8	1	-7	-3	-1	-2	-6
COc1ccc(N2CCc3c(C)nc4c(OC)cc(OC)cc4c32)c(OC)c1	1	-2.6	100	-15	-2	11	-12	-3	-5	8
O=C(NCc1ccccc1)c1nc2ccccc2s1	-2	-2.0	101	-13	0	6	0	13	-6	-1
Cc1ccc(C(C(=O)NC2CCCCC2)N(C(=O)CCCC(=O)Nc2ccccn2)c2ccc3c(c2)OCCO3)cc1 (centres undefined)	7	-1.2	93	20	-2	11	11	-5	3	-2
Cc1ccc(C(=O)N2CCCC(c3nc4c(nnn4Cc4ccccc4)c(=O)[nH]3)C2)cc1 (centres undefined)	-10	-1.4	96	-17	3	-3	10	0	-2	1
CC1Oc2ccccc2N(CC(=O)Nc2ccc3c(c2)OCCO3)C1=O (centres undefined)	-7	-1.4	108	-3	-2	8	1	6	-2	-1
Cc1ccc(O)c(NC(=S)NC(=O)c2ccc(-c3ccc(Cl)cc3)o2)c1	-13	-1.4	93	-11	1	8	48	1	-10	-16
CCOC(=O)C1CCCN(C(=O)CCc2ccccc2)C1 (centres undefined)	16	1.4	95	7	-1	-7	3	0	4	-5
O=C1NC(=S)NC1=Cc1ccc(Cl)cc1Cl	-4	-4.6	101	6	1	5	-4	-4	8	-6
NC(N)=NS(=O)(=O)c1ccc(NC(=S)NC(=O)/C=C/c2ccco2)cc1	-10	-1.6	84	-12	2	3	4	-4	-7	8
Cc1ccc(Oc2ccc(C(F)(F)F)cc2[N+](=O)[O-])c([N+](=O)[O-])n1	-13	-0.4	103	-14	0	nt	0	0	0	1
CN(Cc1ccccc1)C(=O)c1ccccc1NC(=O)C1=CSCCO1	1	-3.4	92	18	1	-10	-1	5	7	8

Some of the compounds tested. The share of hits here may be higher or lower than overall.
